MEX-5 binding: MEX-5 zinc finger RNA-binding disruptors – biochemical, C. elegans, fluorescence polarization, MLPCN library, primary screen; Zinc finger protein mex-5 (Caenorhabditis elegans), Q9XUB2; MEX-5/FITC-TCR2 RNA binding; active compounds read low; activity score (negative = inhibition of binding), % at 10 µM; hit rate 0.38% among 300,000;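 active means inhibition past about -25% in most replicates, and total fluorescence under double the plate's negative control median, limit read from the data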;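 further: 0% = DMSO and -100% = 5 µM competing unlabeled TCR2 RNA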
GLD-1 TGE inh: GLD-1/TGE RNA complex disruptors, primary screen, biochemical, fluorescence polarization; Female germline-specific tumor suppressor gld-1 (Caenorhabditis elegans), Q17339; purified GLD-1 + fluorescein TGE RNA; inhibition, % at 5.96 µM; hit rate 0.44% among 320,000;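 active means percent inhibition above a per-plate cutoff, the plate mean of test compounds plus 3 SD, cut at about 30% in these data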;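 further: 0% = DMSO wells with GLD-1 and probe and 100% = wells lacking GLD-1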
Fam108B counter: mouse Fam108B serine hydrolase inhibitors, primary screen, counter-screen for RBBP9 inhibitor project, biochemical, fluorescence polarization; hit rate 0.33% among 300,000; inhibition, % at 9.51 µM; recombinant Fam108B, FP-Rh probe fluorescence polarization;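 active means inhibition above the screen mean inhibition plus 3 SD, computed separately per campaign, cut at about 18% in these data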;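 further: inhibitors lower polarization as less probe binds the enzyme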
PAD4 inh: human PAD4 inhibitors, primary screen, biochemical, fluorescence polarization, 1536-well format | inhibition, % at 6.36 µM | recombinant PAD4, RCA probe fluorescence polarization | hit rate 0.41% among 330,000;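 active means percent inhibition above a cutoff equal to the mean of all tested compounds plus 3 SD, cut at about 15% in these data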;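 further: 0% = PAD4 with RCA probe and DMSO and 100% = probe without PAD4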
BCLXL inh: inhibitors of human Bcl-xL, primary screen, biochemical, fluorescence polarization, HTS | Bcl-2-like protein 1 (Homo sapiens), Q07817 | GST-Bcl-xL / FITC-Bim BH3 peptide fluorescence polarization | inhibition, % at 10.9 µM | hit rate 0.7% among 320,000 | AID 2129, 2009;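 active means inhibition above the mean of all tested compounds plus 3 SD, cutoff set per campaign, cut at about 30% in these data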;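 further: 0% = DMSO wells and 100% = unlabeled Bim-BH3 peptide competitor; inhibitors lower millipolarization by displacing the labeled peptide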
Target sequence (Q07817 whole entry, looked up): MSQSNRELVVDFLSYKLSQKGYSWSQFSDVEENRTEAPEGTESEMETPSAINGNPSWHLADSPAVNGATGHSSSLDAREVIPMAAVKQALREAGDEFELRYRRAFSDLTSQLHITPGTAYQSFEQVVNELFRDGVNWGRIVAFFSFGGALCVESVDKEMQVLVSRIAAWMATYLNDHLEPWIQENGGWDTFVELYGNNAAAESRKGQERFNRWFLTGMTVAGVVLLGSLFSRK
PME-1 primary: PME-1 inhibitors via competitive probe labeling, primary screen, biochemical, fluorescence polarization, FP-Rh probe, HTS. Protein phosphatase methylesterase 1 (Homo sapiens), Q9Y570. inhibition, % at 5.9 µM. recombinant PME-1. hit rate 0.53% among 320,000;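 active means inhibition above the campaign mean of all compounds plus 3 SD, cut at about 26% in these data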;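 further: competitive labeling of PME-1 active site by serine hydrolase directed probe; 0% = PME-1 with DMSO and 100% = wells lacking PME-1 enzyme; inhibitors block probe labeling so polarization falls and inhibition rises; many of its hits are not listed in these tables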
Target sequence (Q9Y570 whole entry, looked up): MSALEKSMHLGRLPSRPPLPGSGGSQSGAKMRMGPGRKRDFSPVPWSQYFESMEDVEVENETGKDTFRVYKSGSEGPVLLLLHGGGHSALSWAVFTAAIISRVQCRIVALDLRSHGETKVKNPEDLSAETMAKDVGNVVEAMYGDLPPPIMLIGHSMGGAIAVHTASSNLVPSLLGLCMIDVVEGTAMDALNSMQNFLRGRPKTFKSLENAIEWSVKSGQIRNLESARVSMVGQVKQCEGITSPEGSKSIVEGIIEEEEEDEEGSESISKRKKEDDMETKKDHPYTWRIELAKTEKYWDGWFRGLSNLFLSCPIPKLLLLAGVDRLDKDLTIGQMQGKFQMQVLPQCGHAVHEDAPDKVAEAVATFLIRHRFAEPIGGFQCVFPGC
TPT1 inhibitor: Candida albicans TPT1 enzyme inhibitors, primary screen, biochemical, fluorescence polarization. tRNA 2'-phosphotransferase TPT1 (Candida albicans SC5314). recombinant caTPT1, FP RNA substrate dephosphorylation. inhibition, % at 5 µM. hit rate 0.81% among 300,000;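 active means inhibition above the mean of all tested compounds plus 3 SD, set per screening campaign, cut at about 24% in these data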;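 further: plate controls were DMSO alone for no effect and ferristatin control at 100 nM for full effect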
GSTO1 counter: inhibitors of recombinant GSTO1, primary screen, counter-screen for RBBP9 inhibitor project, biochemical, fluorescence polarization. inhibition, % at 5.96 µM. AID 1974, 2009. Glutathione S-transferase omega-1 (Homo sapiens), P78417. activity-based probe fluorescence polarization. hit rate 1.1% among 300,000;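 active means inhibition above the campaign mean inhibition plus 3 SD, cut at about 35% in these data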;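 further: 0% = GSTO1-1 with DMSO and 100% = wells lacking GSTO1-1 enzyme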
MCL1-BIM inh: inhibitors of MCL1 binding to BIM-BH3, primary screen, biochemical, fluorescence polarization; GST-MCL1 / FITC-Bim-BH3 fluorescence polarization; inhibition, % at 10.9 µM; hit rate 0.68% among 320,000; AID 2057, 2009;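 active means inhibition above the mean inhibition of all tested compounds plus 3 SD, set per campaign, cut at about 40% in these data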;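 further: 0% = DMSO wells and 100% = unlabeled Bim-BH3 peptide control; higher means more loss of mP so more displacement of Bim peptide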
Target sequence (Q07820 whole entry, looked up): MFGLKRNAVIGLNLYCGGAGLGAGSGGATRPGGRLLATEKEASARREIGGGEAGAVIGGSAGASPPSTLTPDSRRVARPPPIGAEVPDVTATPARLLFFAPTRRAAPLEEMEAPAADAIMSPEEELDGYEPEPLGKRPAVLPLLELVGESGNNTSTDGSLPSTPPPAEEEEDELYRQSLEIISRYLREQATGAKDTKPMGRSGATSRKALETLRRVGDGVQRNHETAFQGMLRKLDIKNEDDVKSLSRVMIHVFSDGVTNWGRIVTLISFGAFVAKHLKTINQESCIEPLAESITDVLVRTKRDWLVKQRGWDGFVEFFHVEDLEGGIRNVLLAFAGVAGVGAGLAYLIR
* marks the source's active call; other numbers are inactive results; · = no result given. An excerpt; the hit share may differ from the screen's.

SMILES	MEX-5 binding	GLD-1 TGE inh	Fam108B counter	PAD4 inh	BCLXL inh	PME-1 primary	TPT1 inhibitor	GSTO1 counter	MCL1-BIM inh
Cc1ccc(CNC(=O)CNC(=O)c2ccco2)cc1	-2.0	-2.6	-0.6	0.8	6.0	-2.4	-0.3	1.4	-4.1
CS(=O)(=O)N(CC(=O)NCc1ccc2c(c1)OCO2)Cc1ccccc1	-3.1	1.7	-2.8	1.2	2.9	2.1	-0.1	-2.4	-2.7
COc1ccc(N(C(=O)Cn2nnc3ccccc32)C(C(=O)NCc2ccco2)c2ccncc2)cc1 (stereo not drawn)	0.8	5.7	-1.4	-1.4	-4.1	3.9	0.0	3.6	-2.9
Cc1ccc(S(=O)(=O)Nc2ccccc2CNc2ccccn2)cc1	-1.1	9.7	-0.8	-7.8	4.2	4.9	-3.8	-4.6	2.6
CCCCN(CC)CCCNC(=O)c1cn(C)c(=O)c2c1c1ccccc1n2C	-0.8	-3.3	-2.2	3.7	1.9	3.5	-2.1	1.2	2.4
COc1ccc(NC(=O)/C=C/c2ccc(OC)c(OC)c2)cn1	0.4	2.7	-3.9	4.3	1.9	-0.6	0.1	2.2	-1.8
CCN(CC)S(=O)(=O)c1ccc(N2CCOCC2)c(NC(=O)c2ccc(=O)n(C)n2)c1	·	5.7	·	1.0	3.0	5.5	·	·	5.9
Cc1scc(C(=O)Nc2ccon2)c1-c1ccccc1	·	10.8	-2.4	-1.5	0.5	2.7	-3.1	-3.3	-1.9
COc1ccc(NC(=O)c2ccc(Cl)c(S(=O)(=O)N3CC(C)OC(C)C3)c2)cn1 (stereo not drawn)	·	27.0	·	1.4	26.2	3.9	·	·	21.4
COC(=O)c1ccc(Cl)c(S(=O)(=O)N2CCCC2)c1	-0.4	4.1	0.2	1.8	6.0	-1.3	0.2	5.3	8.7
CC1CCN(Cc2nc3c(c(=O)n(C)c(=O)n3C)n2CCc2ccccc2)CC1	-1.2	-5.7	-3.5	-7.0	-4.1	3.6	2.8	-3.0	-7.3
COC(=O)[C@H](C)NC(=O)Nc1cc(Cl)ccc1C	0.7	1.0	5.1	0.8	6.4	4.4	-2.1	8.0	-1.6
O=c1c(Cc2ccc(F)cc2)c(O)ccn1Cc1ccc(Cl)cc1Cl	1.0	5.0	-2.5	-1.4	4.2	-3.6	-3.9	-8.9	6.9
Cc1ccc2c(NC(=O)C3CC3)cccc2n1	2.5	1.3	0.7	-4.9	2.2	0.7	-0.9	-7.7	5.6
OCCC1CN(Cc2cccn2-c2nccs2)CCN1C1CCCCC1 (stereo not drawn)	-0.9	5.5	-1.7	-1.3	2.9	6.6	-2.0	4.8	10.6
COc1ccc(S(=O)(=O)N(C)C)cc1NC(=O)CN1C(=O)NC2(CCCC2)C1=O	-2.1	-1.4	3.0	-1.6	-6.6	-1.1	1.4	1.5	-16.4
Cc1cc2cc(C#N)c(SCC(=O)Nc3nonc3C)nc2cc1C	4.1	4.7	-7.5	-2.1	-2.9	14.1	2.9	3.5	-7.8
CCN(CC)C(=O)COC(=O)c1ccc(C)c(NC(=O)c2ccco2)c1	0.3	5.7	-2.5	-3.4	2.5	-0.9	0.3	2.3	-10.8
Cc1cccc(C(=O)NC2CC3CCCC(C2)N3C(=O)NC2CCCCC2)c1 (stereo not drawn)	-2.1	-2.5	0.3	1.4	-4.5	5.1	-2.8	1.1	-3.0
Cc1ccc(NC(=O)CCN2C(=O)OC(C)(C)C2(C)O)cc1 (stereo not drawn)	1.4	-0.6	2.3	4.3	2.4	2.2	-1.1	-2.7	0.9
O=C(/C=C/c1ccc(F)cc1)N1CCCN(C(=O)/C=C/c2ccc(F)cc2)CC1	0.1	0.5	-0.3	1.8	6.7	-2.0	-3.4	-0.4	0.8
COCCOC1CCN(C(=O)C2CCC(=O)N(CCc3ccc(OC)cc3)C2)CC1 (stereo not drawn)	2.1	6.7	-1.9	0.5	4.9	-2.2	-7.5	-5.1	8.0
COc1cccc(NC(=O)C(NC2CCCC2)c2ccccc2)c1 (stereo not drawn)	-1.1	-1.2	1.8	-5.0	-0.7	-1.1	-1.3	5.1	3.6
Cc1cccc(-n2cnc(C(=O)O)c2)n1	-3.5	1.2	-2.2	-3.5	8.9	-3.7	-6.3	6.4	9.3
COc1cccc(S(=O)(=O)N2CCN(C(=O)c3ccco3)CC2)c1	-5.0	-1.2	0.5	0.5	10.0	2.6	0.6	-3.1	10.4
Cc1sc2ncn3c(C)nnc3c2c1C	-0.5	7.4	0.1	-6.1	3.6	-8.8	-3.0	9.8	-1.4
O=C(Nc1nnc(-c2ccncc2)o1)c1ccccc1	-1.4	0.8	-0.2	-0.8	-2.4	1.5	-0.8	-4.3	-2.0
CCC(=O)c1ccc(OCC(O)Cn2nc(C)c(C(C)=O)c2C)cc1 (stereo not drawn)	-3.5	1.4	-0.7	4.2	0.3	-5.7	-0.6	1.6	6.2
Nn1c(SC/C=C/c2ccccc2)nnc1-c1cccnc1	1.1	3.1	1.7	-0.9	-3.8	1.4	-0.3	0.9	-1.1
CC12CCC(=O)N1C(C(=O)NCCN1C(=O)S/C(=C\c3ccccc3F)C1=O)CS2 (stereo not drawn)	-2.4	-1.5	0.8	8.2	3.6	3.2	-3.6	2.5	0.5
O=c1cc(CSc2nnc(COc3cccc4ccccc34)o2)c2ccccc2[nH]1	0.1	7.7	-1.6	-2.1	-1.7	-1.0	-1.1	-9.3	3.6
Cc1ccc(CONC(=O)c2ccccc2)cc1	-0.3	0.2	-1.5	1.8	5.2	-1.7	-0.3	1.4	6.1
Cc1noc(C(=O)Nc2ccc3c(c2)OCO3)c1Cl	0.2	6.2	0.2	-1.2	3.1	-5.1	-3.8	6.6	7.7
CN(C)C(=S)Nc1ccc2c(c1)OCCO2	0.9	4.7	-2.1	-0.9	2.2	-0.6	-3.1	0.2	7.4
COc1ccc(N2C(=NC(=O)CC3CCCCC3)SC3CS(=O)(=O)CC32)cc1 (stereo not drawn)	-2.4	-1.6	-1.2	-4.9	5.1	-5.2	-2.0	0.1	4.4
CCCCc1nc2cc(C(=O)N(C)C3CCOCC3)ccc2o1	1.4	10.3	3.3	1.8	3.5	3.3	-5.9	4.1	-1.1
O=C(Nc1nnc(C2CC2)s1)c1ccco1	-2.0	3.9	2.3	2.3	3.2	5.5	-3.4	-2.0	-6.8
O=C(Cc1ccc([N+](=O)[O-])cc1)OCc1c(F)cccc1Cl	-2.0	6.6	-2.3	-1.6	3.6	5.3	-3.6	0.7	2.7
COc1ccc(-c2noc(CSc3nc(N)c(-c4ccccc4)c(=O)[nH]3)n2)cc1OC	-1.8	-1.1	-10.6	1.8	-1.9	0.9	1.4	13.6	-4.5
O=C(Nc1ccccc1O)c1nc(Cl)ccc1Cl	-4.3	4.2	-1.9	0.4	4.2	-4.8	5.8	0.1	2.1
O=S1(=O)N=C(Nc2ccc(O)c(CN3CCCCC3)c2)c2ccccc21	1.2	2.8	4.8	-2.3	7.2	-1.9	-2.5	1.8	3.6
CC1(C)NC(=O)N(CC(O)CN2CCCCC2)C1=O (stereo not drawn)	-0.3	6.1	-0.1	2.3	2.0	3.0	2.2	-3.5	5.0
COc1ccc(N2CCN(C(=O)c3ccc(N4CCCCS4(=O)=O)cc3)CC2)cc1	3.1	4.0	-4.9	2.6	-0.3	-7.5	-1.5	-4.2	0.8
O=C1[C@H]2[C@H](C=CC[C@H]2C(=O)N2CCN(c3ccccc3)CC2)CCN1Cc1ccc(Cl)c(Cl)c1	-1.5	-3.8	2.4	3.6	10.2	-5.8	3.1	1.5	8.7
O=C(CSc1nc(-c2ccco2)cc(C(F)(F)F)n1)NCCCn1ccnc1	2.3	4.1	-1.8	-1.9	-3.5	-2.4	3.3	5.2	2.4
CC(=O)c1ccc(S(=O)(=O)Nc2ccc(C(=O)NCC(c3ccccc3)N(C)C)cc2)cc1 (stereo not drawn)	0.4	-4.0	-4.8	-6.1	2.4	-2.7	-1.4	1.2	7.1
CC(C)Oc1ccc(NC(N)=O)cc1	-1.0	6.0	3.8	-2.7	-0.3	1.6	-2.6	-6.5	2.5
CN(C)C(=O)c1cc(-c2ccccc2)no1	-4.5	-3.2	-1.9	-6.2	-0.8	-3.5	0.1	7.9	0.6
Cc1cccc(OCC(=O)Nc2ccc(S(=O)(=O)Nc3cc(C)nc(C)n3)cc2)c1	0.9	-4.4	-1.3	2.5	2.2	-4.0	-0.5	2.1	-3.4
CCOC(=O)c1nn(-c2ccc(F)cc2)c(=O)cc1OCC(=O)N1CCN(c2ccccc2)CC1	0.8	1.3	1.2	-7.4	-4.1	-2.4	-3.4	0.9	-1.2
Cc1cccc(NC(=O)c2cccc(OC(=S)N3CCOCC3)c2)c1	0.2	0.0	-1.1	1.3	6.5	-1.9	-0.8	3.7	9.3
CC1=CC(c2ccccc2)n2nc(N3C(=O)C4CC=CCC4C3=O)nc2N1 (stereo not drawn)	-1.8	5.0	-0.1	-1.2	-0.3	-9.4	-4.0	-1.3	6.0
COc1ccc(C2N3CC4(C)CN2CC(C)(C3)C4=O)cc1OC (stereo not drawn)	-1.1	8.3	0.9	2.1	0.3	0.5	-0.7	3.1	-1.8
COc1cccc(-c2cc(C(=O)Nc3cccnc3)c3ccccc3n2)c1	1.1	-4.8	-2.5	-5.8	3.5	3.8	-2.7	-5.0	-3.0
COc1cc(NC(=O)c2ccc3c(SCC(=O)O)c4c(nc3c2)CCCC4)cc(OC)c1OC	-0.1	-4.0	-1.9	2.8	5.7	-3.6	3.8	-15.2	0.1
Cc1ccc(-n2nnnc2SCC(=O)c2c(N)n(C3CC3)c(=O)[nH]c2=O)c(C)c1	·	6.1	·	0.3	0.6	3.5	·	·	0.5
Cc1ccc(C(=O)OCc2c(C)noc2C)cc1NC(=O)c1ccco1	1.6	4.5	3.2	-1.9	3.6	-6.3	3.7	6.0	-3.2
N#Cc1ccc(-n2c(-c3ccccc3)nnc2-c2ccccc2)cc1C#N	0.2	7.3	-6.3	-9.5	6.8	-5.0	0.5	-9.4	-5.0
O=C(C1CCCO1)N1CCC(O)(c2ccccc2)CC1 (stereo not drawn)	-2.6	7.5	-2.2	-1.6	-1.0	-8.1	-3.0	-9.8	2.7
